# IL2 activator: activates IL-2 in a cell-based reporter assay. IL-2 activation reporter assay, cell-based qHTS; stimulated with anti-CD3/CD4/CD28 beads; in transgenic mouse T cells. activation, % (series mostly up to about 46 µM). 0.065% of 360,000 active. AID 652025; in the data active = activation above about 50%; inconclusive = mostly about 30% to 49%; note: 0% is about no effect
#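 EGFP and DsRed fluorescence is measured by plate cytometry in unstimulated transgenic mouse T cells exposed to compound for 60 minutes, then stimulated 18 hours at 37 degrees C with anti-CD3/anti-CD4 beads plus anti-CD28.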
# EPAC1 agonist: EPAC1 (human) agonism | Potency, µM (titrated, usually from 154 µM), for the others: at the highest dose activation, most hits filed as activators | AID 720707 | 0.073% of 360,000 active | O95398 | EPAC1 agonist qHTS, biochemical assay; response scale: 100% = response to 6.5 mM cAMP; note: potency is the fitted concentration of half-maximal effect; nearly all actives have a fitted effect of over 60% in size
# Target sequence (O95398 whole entry, looked up): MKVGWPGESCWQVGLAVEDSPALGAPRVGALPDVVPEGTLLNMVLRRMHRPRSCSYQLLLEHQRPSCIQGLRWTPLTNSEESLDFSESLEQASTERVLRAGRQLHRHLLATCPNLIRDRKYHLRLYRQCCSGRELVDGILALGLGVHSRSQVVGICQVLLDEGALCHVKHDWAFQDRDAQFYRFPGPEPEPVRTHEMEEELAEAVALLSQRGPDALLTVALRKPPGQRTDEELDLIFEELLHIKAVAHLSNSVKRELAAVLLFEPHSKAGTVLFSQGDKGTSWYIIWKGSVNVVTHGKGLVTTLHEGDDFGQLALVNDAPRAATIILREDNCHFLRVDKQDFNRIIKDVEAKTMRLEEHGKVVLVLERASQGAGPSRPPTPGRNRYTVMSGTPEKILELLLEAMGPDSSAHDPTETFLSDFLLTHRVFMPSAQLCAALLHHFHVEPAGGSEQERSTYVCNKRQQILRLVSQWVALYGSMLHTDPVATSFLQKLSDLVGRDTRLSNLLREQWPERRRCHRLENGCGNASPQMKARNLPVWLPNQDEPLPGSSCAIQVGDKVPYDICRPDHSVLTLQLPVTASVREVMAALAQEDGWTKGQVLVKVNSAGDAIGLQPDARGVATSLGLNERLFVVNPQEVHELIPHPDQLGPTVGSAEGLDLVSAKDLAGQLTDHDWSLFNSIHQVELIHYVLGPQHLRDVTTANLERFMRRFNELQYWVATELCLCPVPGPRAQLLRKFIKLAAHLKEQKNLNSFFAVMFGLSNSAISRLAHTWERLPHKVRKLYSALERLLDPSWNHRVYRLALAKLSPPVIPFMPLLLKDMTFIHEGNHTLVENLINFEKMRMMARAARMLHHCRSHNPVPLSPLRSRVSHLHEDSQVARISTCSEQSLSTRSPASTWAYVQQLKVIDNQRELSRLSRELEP
#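 Compounds were pinned as a concentration titration into mixtures of EPAC1 (100 nM), BODIPY-GDP-loaded Rap1B (250 nM) and GDP (50 uM). After 5 min at room temperature, fluorescence was followed for 30 min; activity was scaled to 6.5 mM cAMP.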
# Abeta rescue: A-beta toxicity reversal in yeast; AID 1347071; Potency, µM (top dose mostly 46.1 µM), for inactives: top-dose growth rescue, usual class: activators; 0.063% of 410,000 active; yeast expressing A-beta42, growth rescue, OD600, 48 h; response scale: 0% DMSO, 100% iron-clioquinol control; note: potency is the fitted concentration of half-maximal effect; nearly all actives have a fitted effect of over 55% in size
#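 Yeast growth medium received pinned compounds, then yeast cells expressing toxic A-beta were added; plates incubated at 30 C for 48 hr. Growth read as absorbance at 600 nm, normalized to DMSO and equimolar FeCl3 plus clioquinol controls.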
# WRN helicase inh: WRN helicase (human) inhibition. 0.46% of 360,000 active. Potency, µM (titrated, usually from 114 µM), for the others: at the top dose activity change, negative = inhibition, hits mostly inhibitors. WRN helicase unwinding, fluorescent forked duplex, kinetic; note: potency is the fitted concentration of half-maximal effect; % is set by controls: 0 for no effect and ±100 for the full control effect; nearly all actives have a fitted effect of over 55% in size
#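 Enzyme (20 nM final) and test compound sit together 15 min at room temperature before substrate addition. Substrate is a single-forked duplex oligonucleotide (100 nM) labelled with fluorophore and quencher, with 2 mM ATP; helicase unwinding raises red fluorescence, read kinetically.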
# EPAC1 antagonist: antagonists of human EPAC1; O95398; EPAC1 GEF assay, Rap1b-BODIPY-GDP exchange fluorescence; Potency, µM (top dose mostly 115 µM), without a hit: at the top dose activity change, negative = inhibition, hits mostly inhibitors; 0.14% of 360,000 active; AID 720709;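 note: potency is the fitted concentration of half-maximal effect; plate controls were vehicle for no effect and positive control for full effect; nearly all actives have a fitted effect of over 50% in size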
# aSyn yeast inh: inhibitors of alpha-synuclein toxicity in yeast; Yeast expressing alpha-synuclein, growth rescue, BacTiter-Glo, 24 h; Potency, µM (top dose mostly 46.1 µM), without a hit: at the top dose growth rescue (activation), usual class: activators; 0.14% of 370,000 active; note: potency is the fitted concentration of half-maximal effect; % of control where 0% means no effect; nearly all actives have a fitted effect of over 65% in size
#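 Screening used galactose-induced yeast with toxic alpha-synuclein levels, exposed to compound for 24 hr at 30 deg C. Cell growth, read with BacTiter-Glo luminescence, gave the measured signal.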
# PI5P4Ka inh: blocks human PI5P4K alpha kinase activity; max response, %; 1.2% of 330,000 active; AID 652105; P48426; PI5P4Kalpha enzyme, ADP-Glo luminescence, 60 min; hits give low values; active = max response of -50% or lower; inconclusive = between -30% and -50%; inactive = -30% or higher; note: value at the top dose of about 77 µM; % is set by controls: 0 for no effect and ±100 for the full control effect
#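 Controls without substrate or without enzyme flank wells where PI5P4Kalpha converts substrate using 5 microM ATP (final). Incubation lasts 60 minutes at room temperature; ADP formed is read by ADP-Glo luminescence.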
# FUS yeast rescue: suppressors of FUS proteinopathy in yeast | S. cerevisiae FUS-expressing, growth rescue, OD600, 24 h | Potency, µM (highest dose often 76.6 µM), for the others: at the top dose growth rescue (activation), hits mostly activators | 0.24% of 390,000 active | AID 1347120;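 note: potency is the fitted concentration of half-maximal effect; plate controls were DMSO vehicle for no effect and reference control for full effect; nearly all actives have a fitted effect of over 55% in size; some results filed as inactive show a strong effect at the top dose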
#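 Yeast expressing FUS under galactose induction, OD 0.005 in 2% galactose medium; compounds in a dilution series, 24 h at 30C. Growth rescue by absorbance at 600 nm; CP55940 positive control, DMSO negative.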
# PLK1 PBD inh: inhibitors of human PLK1 polo-box domain binding. Potency, µM, without a hit: max response, negative = inhibition, usual class: inhibitors. 2.8% of 360,000 active. Plk1 PBD binding of FITC phosphopeptide, fluorescence polarization. P53350; note: potency is the fitted concentration of half-maximal effect; series mostly up to about 57 µM; % is set by controls: 0 for no effect and ±100 for the full control effect; nearly all actives have a fitted effect of over 65% in size
# Starred values were filed as active, the others as inactive; ? = inconclusive; / = not tested or not shown; [ ] = another dose, or the depositor's remark. Unless noted, calls come from the whole dose curve; as a rule, active = well fitted curve in the direction sought with a large enough effect; inconclusive = small, poorly fitted or top-dose-only effect, or another doubt; inactive = no such curve, though single readings can be large; an effect the other way counts as inactive or inconclusive.
SMILES,IL2 activator,EPAC1 agonist,Abeta rescue,WRN helicase inh,EPAC1 antagonist,aSyn yeast inh,PI5P4Ka inh,FUS yeast rescue,PLK1 PBD inh
CCCSc1nnc2n(C)c(=O)c3c4c(sc3n12)CCC4,0.4,-10%,-47%[inhibitor],-2%,-6%,-6%,1,12%,-3%
O=C(c1ccccc1F)N(Cc1nc2ccccc2c(=O)[nH]1)C1CCCC1,-2.1,-7%,7%,3%,5%,16%,5,-11%,2%
CCC(C)(C)C1CCc2[nH]nc(C(=O)NCc3ccc(OC)cc3)c2C1 (configuration not stated),-0.8,3%,-1%,-7%,-9%,2%,3,-11%,-7%
COc1ccccc1-c1nn(-c2ccccc2)cc1C(=O)NCC(c1ccco1)N1CCCC1 (configuration not stated),-0.5,11%,2%,0%,-8%,3%,3,-8%,-10%
c1sc2[n+](c1C13CC4CC(CC(C4)C1)C3)CCS2,-0.9,13%,6%,-4%,-4%,2%,0,-19%,-25%
CCC(C(=O)Nc1ccc(OC)c(Cl)c1)c1ccccc1 (configuration not stated),1.5,10%,-34%[inhibitor],-4%,-3%,-34%[inhibitor],4,-2%,-4%
Cc1[nH]cnc1C(=O)N/N=C/c1c(Cl)cccc1Cl,0.1,9%,4%,9%,13%,-1%,?,5%,1%
Cn1c(=O)cc(N)n(-c2ccccc2)c1=O,-1.8,8%,0%,-9%,5%,-1%,-1,6%,9%
CCOC(=O)c1c(NC(=O)COC(=O)CCCOc2ccc(OC)cc2)sc(C(=O)N(C)C)c1C,-5.3,-11%,-11%,?,7%,22%,0,/,-2%
COC(=O)[C@]12CCCCC=C1N(Cc1ccc3c(c1)OCO3)C(=O)[C@H](CC(=O)NCC1CCCCC1)C2,-0.4,5%,11%,-7%,3%,-10%,4,?,1%
N#CC1=C(N)Oc2n[nH]c(-c3cccs3)c2C1c1ccco1 (configuration not stated),0.8,8%,-10%,-32%,11%,12%,-26,28%,-25%
C=CCNc1ncnc2c1ncn2[C@H]1CN(Cc2cccc3ccccc23)C[C@@H](CO)O1,-0.5,-10%,-1%,2%,0%,-5%,-2,?,-4%
COc1ccc(C(C)(C)C)cc1NC(=O)COC(=O)c1cnc(C)cn1,-1.1,-5%,0%,10%,23%,-4%,/,24%,-3%
Cc1noc(C)c1S(=O)(=O)NCc1cccc(Cl)c1,-0.1,2%,-4%,0%,-32%,-3%,4,-7%,-15%
COc1ccc(NC(=S)N2CCCN(Cc3cccc(Cl)c3)C2)cc1,1.1,13%,14%,4%,-20%,1%,-3,28%,-16%
COc1ccc(-c2nnnn2C(C)C)cc1S(=O)(=O)Nc1ccccc1,2.8,5%,6%,5%,0%,4%,1,-8%,?
C[C@@H](c1ccccc1)N1C[C@@H](COCc2ccccc2)Oc2cc(N3CC[C@@H](O)C3)ccc2S1(=O)=O,2.0,7%,-1%,-10%,-10%,10%,14,?,1%
Cc1cc(C(F)F)n2nc(C(=O)O)nc2n1,0.4,1%,-3%,0%,1%,0%,2,18%,-13%
COc1ccc(NC(=O)C(=O)c2cn(CC(=O)N3CCCC3)c3ccccc23)c(OC)c1,-1.8,-7%,3%,-3%,10%,0%,0,-13%,2%
COC(=O)c1ccc(C(=O)OC)c(NC(=O)C2CC(=O)N(C3CCCC3)C2)c1 (configuration not stated),-0.7,-5%,-10%,9%,?,5%,0,10%,-2%

# A few values from above.
# c1sc2[n+](c1C13CC4CC(CC(C4)C1)C3)CCS2 in PI5P4Ka inh is entered as 0
# CCC(C(=O)Nc1ccc(OC)c(Cl)c1)c1ccccc1 (configuration not stated) in EPAC1 agonist is entered as 10%

# Following part:
SMILES,IL2 activator,EPAC1 agonist,Abeta rescue,WRN helicase inh,EPAC1 antagonist,aSyn yeast inh,PI5P4Ka inh,FUS yeast rescue,PLK1 PBD inh
N=C(N)SCC1=CCS(=O)(=O)C1,0.2,5%,12%,9%,2%,-6%,0,-7%,-5%
Cc1ccc(-c2cnc3n2CCCCC3)cc1,-3.1,-7%,-2%,12%,3%,0%,2,-36%,2%
O=C(N/N=C/c1ccccc1F)c1csc2c1CCCC2,0.9,3%,3%,-1%,9%,-5%,6,4%,-9%
CC(C)Cc1cc(C(=O)N2CCCC(C(=O)c3cc(F)ccc3F)C2)no1 (configuration not stated),-2.0,-9%,-20%,-4%,13%,-4%,0,23%,?
CCOC(=O)CNC(=O)N(CCOC)CC1CCCN(C2Cc3ccccc3C2)C1 (configuration not stated),1.0,17%,-5%,-3%,1%,1%,6,-13%,-3%
O=C(CCC(=O)Nc1ccccc1Cl)N/N=C1\CCCc2ccccc21,-1.5,8%,5%,?,-3%,2%,2,4%,-6%
COc1ccc(NC(=O)CN2CCCC2c2cccs2)cc1S(=O)(=O)N1CCCCC1 (configuration not stated),-0.8,13%,2%,-10%,-4%,0%,-3,13%,3%
COc1ccc(C(=O)N(c2ccccc2)c2nccc3ccccc23)cc1OC,-0.4,2%,-19%,2%,-2%,5%,-3,13%,-6%
Cc1ccc(C(c2nnnn2C(C)(C)C)N(Cc2ccco2)Cc2cccs2)cc1 (configuration not stated),-0.5,-4%,17%,-4%,-2%,2%,0,-5%,-1%
Cc1ccc(S(=O)(=O)N2CCN(Cc3cccc(C)c3O)CC2)cc1,0.3,0%,2%,3%,-8%,0%,11,-11%,-1%
Nc1nc(-c2ccc(-c3ccccc3)cc2)cs1,-0.5,4%,-70%[inhibitor],-4%,-4%,-35%[inhibitor],0,33%,-20%
CCN(CC(=O)Nc1ccc(OC)cc1)C(=O)c1cc(-c2cccs2)nn1-c1ccccc1,-2.4,8%,10%,2%,4%,-2%,-2,31%,-1%
COc1ccc(C(=O)CSc2nnc(CNC(=O)c3ccco3)n2C)cc1OC,-0.2,1%,-26%,3%[57.1 µM],-11%,2%,-2,-17%,2%
COc1ccc(CC(=O)Nc2ccccc2C(=O)N2CCCC2)cc1,0.0,8%,-4%,-33%,-9%,-6%,-5,/,-10%
O=C(CC(=O)N/N=C/c1c(F)cccc1Cl)NCc1ccccc1,-1.3,4%,-2%,4%,5%,-7%,-1,-11%,3%
O=C(Nc1ccc(Cl)c(S(=O)(=O)N2CCOCC2)c1)c1cc(-c2ccccn2)nc2ccccc12,-2.3,17%,-6%,-7%[57.1 µM],-24%,-2%,0,?,-3%
CC(C)CNC(=O)CCc1c[nH]c2ccccc12,0.9,5%,-3%,-1%,-12%,-6%,-1,41%,-1%
CC1CCc2c(sc(N)c2C(=O)OC(C)C)C1 (configuration not stated),-0.4,1%,26%,-3%,-17%,2%,1,6%,?
CCN(CC)C1CCN(Cc2c(C(=O)N3CCCCCCC3)nc3ccc(Cl)cn23)C1 (configuration not stated),0.7,1%,2%,-13%,4%,-1%,5,23%,0%
COc1cc(OC)cc(C(=O)NCC2CCCO2)c1 (configuration not stated),-0.5,-4%,5%,1%,11%,0%,/,-7%,0%
Cc1ccc(S(=O)(=O)N2CCCNCC2)cc1,-2.9,-5%,-2%,-13%,4%,2%,2,-5%,-2%
COc1cc(CC(=O)Nc2ccc3c(c2)CCC3)cc(OC)c1OC,0.0,4%,0%,-17%,7%,-2%,-10,/,5%
Clc1ccc(Cl)c(Oc2ccc(Oc3nc(Cl)ccc3Cl)cc2)n1,-2.7,9%,8%,-1%,5%,-2%,/,21%,0%
CC(=O)Nc1ccc(C=C(C(C)=O)C(C)=O)cc1,-0.6,6%,5%,-33%,-9%,1%,1,-21%,-13%
COc1cccc(NC(=O)CN(C)CC(=O)NCc2ccc(F)cc2)c1,0.3,2%,3%,4%,4%,9%,-2,-11%,2%
O=C(NCc1cccnc1)c1cccn2c(=O)c3sccc3nc12,-0.5,1%,4%,-10%,5%,-1%,-3,8%,-9%
CCOc1ccc2nc(NC(=O)c3ccc(C)o3)sc2c1,-2.1,-4%,-26%,7%,-1%,-26%,4,12%,-2%
CC1=NNC(=O)C1Cc1ccccc1C (configuration not stated),-2.2,-4%,-11%,-9%,-20%,-6%,19,8%,-5%
COC(=O)[C@]12CCCCC=C1N(Cc1ccc3c(c1)OCO3)C(=O)[C@H](CC(=O)NCCc1ccccc1OC)C2,-0.9,1%,1%,0%,-4%,-1%,4,?,-2%
COc1ccc(CCNC(=O)CCCn2c(SCC#N)nc3ccccc3c2=O)cc1OC,-3.2,2%,-3%,9%,11%,-4%,/,19%,-6%
COc1ccc(CNC(=O)C(=O)NCC2OCCN2S(=O)(=O)c2ccc3c(c2)OCCO3)cc1 (configuration not stated),-0.3,1%,-8%,-3%,-7%,1%,-1,-12%,-4%
Cc1ccc(NC(=O)COc2coc(CN3CCN(c4ccccc4)CC3)cc2=O)cc1,0.2,-11%,10%,-24%,-9%,-2%,-21,21%,-23%
COc1cccc(NC(=O)CN(C)C(=O)CC2Sc3ccccc3NC2=O)c1 (configuration not stated),-0.2,1%,12%,2%,11%,0%,-2,/,-11%
CN(Cc1ccccc1)C(=O)c1ccc2c(c1)OCCO2,0.4,-10%,?,1%,5%,-4%,0,-16%,3%
Fc1cc(F)c2nc(N3CCCCC3)sc2c1,-1.4,8%,7%,-1%,2%,-6%,5,-14%,-7%
Cc1ccc(NC(=S)NCC2CCCO2)cc1C (configuration not stated),-2.6,-11%,-7%,-3%,10%,-2%,3,6%,-18%
CC(C)c1nnc(NC(=O)CCC(=O)N2CCN(c3ccccn3)CC2)s1,-1.2,4%,8%,-2%,-17%,5%,/,17%,4%
